From PubChem BioAssay
IDE exosite inh – insulin-degrading enzyme (human) exo-site inhibition. z-score at 20 µM. 17,000 tested, 6.3% active. purified IDE, FL-6b probe fluorescence polarization; active compounds read low. P14735. AID 1259349;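 active = z-score of -3 or lower, meaning strong loss of probe binding signal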;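 note: His-tagged human IDE residues 42-1019 made in E. coli with 30 nM FL-6b probe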
Target sequence (P14735 42-1019 limits assumed): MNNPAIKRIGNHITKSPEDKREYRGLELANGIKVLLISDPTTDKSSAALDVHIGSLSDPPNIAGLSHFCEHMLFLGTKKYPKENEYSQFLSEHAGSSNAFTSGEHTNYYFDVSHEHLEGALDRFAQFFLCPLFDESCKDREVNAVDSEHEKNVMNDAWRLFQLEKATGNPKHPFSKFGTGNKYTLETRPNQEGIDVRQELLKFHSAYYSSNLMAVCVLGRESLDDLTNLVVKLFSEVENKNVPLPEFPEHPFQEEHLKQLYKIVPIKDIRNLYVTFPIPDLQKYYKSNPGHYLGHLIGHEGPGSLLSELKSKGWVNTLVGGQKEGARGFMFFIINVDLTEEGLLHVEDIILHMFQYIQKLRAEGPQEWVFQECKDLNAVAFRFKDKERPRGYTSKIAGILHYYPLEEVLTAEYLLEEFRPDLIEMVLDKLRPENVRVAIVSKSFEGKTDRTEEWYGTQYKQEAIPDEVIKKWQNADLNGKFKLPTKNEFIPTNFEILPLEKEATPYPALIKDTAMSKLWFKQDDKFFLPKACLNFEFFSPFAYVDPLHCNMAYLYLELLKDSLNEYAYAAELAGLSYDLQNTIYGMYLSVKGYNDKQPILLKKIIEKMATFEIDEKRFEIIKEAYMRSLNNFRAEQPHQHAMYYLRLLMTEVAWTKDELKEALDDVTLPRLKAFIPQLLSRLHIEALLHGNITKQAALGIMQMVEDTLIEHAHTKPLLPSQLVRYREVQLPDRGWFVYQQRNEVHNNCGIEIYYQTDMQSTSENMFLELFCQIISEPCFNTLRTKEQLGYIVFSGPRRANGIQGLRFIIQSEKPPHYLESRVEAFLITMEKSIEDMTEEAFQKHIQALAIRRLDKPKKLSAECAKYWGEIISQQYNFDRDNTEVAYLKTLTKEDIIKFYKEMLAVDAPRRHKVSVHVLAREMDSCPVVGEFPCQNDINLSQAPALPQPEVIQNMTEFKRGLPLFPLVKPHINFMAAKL
Active calls of the source: *; & = joins results of further samples; ! = not active in a repeat.

SMILES	IDE exosite inh
CN1C(=O)c2cc(NC(=O)c3cnccn3)ccc2OC[C@H]2O[C@@H](CC(=O)NCC3CCCCC3)CC[C@H]21	-0.028
COc1ccc2c3c([nH]c2c1)[C@@H](CO)N(CC1CCCC1)CC31CN(C)C1	-0.19
O=C(c1ccc(F)cc1)N1CCCCN2[C@H](C1)[C@@H](c1ccc(-c3ccccc3)cc1)[C@@H]2CO	1.1
COc1cccc(-c2ccc([C@@H]3[C@H](CO)N4C(=O)CN(C(=O)CN5CCOCC5)C[C@@H]34)cc2)c1	-6.3*
O=C(C[C@H]1CC[C@@H](NC(=O)c2ccc3c(c2)OCO3)[C@H](CO)O1)NCc1ccc(Oc2ccccc2)cc1	0.45
CC(C)C#Cc1ccc([C@@H]2[C@H](C#N)N(C(=O)c3ccccn3)[C@H]2CO)cc1	0.54
O=C(c1cccc(F)c1)N1CC(=O)N2[C@H](CO)[C@@H](c3ccc(-c4cccnc4)cc3)[C@H]2C1	4.2
O=C(c1ccccc1)N1CC(=O)N2[C@H](CO)[C@@H](c3ccc(C#CCC4CCCC4)cc3)[C@H]2C1	0.36
CCCC#Cc1ccc([C@@H]2[C@H]3CN(C(=O)c4ccncc4)CC(=O)N3[C@H]2CO)cc1	-0.44
COc1cccc(C(=O)Nc2ccc3c(c2)C(=O)N(C)[C@@H]2CC[C@H](CC(=O)N[C@H](C)c4ccccc4)O[C@H]2CO3)c1	0.39
COCC(=O)N1CC2(C1)CN(Cc1nccs1)[C@@H](CO)c1c2c2ccc(OC)cc2n1C	-0.94
CC(C)CC#Cc1ccc([C@H]2[C@@H](CO)N3C(=O)CN(S(C)(=O)=O)C[C@H]23)cc1	3.5
COc1ccccc1NC(=O)N1[C@H](C#N)[C@H](c2ccccc2)[C@@H]1CO	0.044
O=C(C[C@@H]1CC[C@@H]2NC[C@@H](O)COC[C@H]2O1)N1CCc2ccccc2C1	-0.64
O=C1CN(Cc2ccc(F)cc2)C[C@@H]2[C@@H](c3ccc(Br)cc3)[C@H](CO)N12	2.7
O=C(CC1CC1)N1CC(=O)N2[C@@H](CO)[C@@H](c3ccc(-c4ccccc4)cc3)[C@@H]2C1	-4.8*
CN(C)CC(=O)N1[C@H](C#N)[C@@H](c2ccccc2-c2cccc(C(=O)N(C)C)c2)[C@H]1CO	2.2
N#Cc1cccc(-c2ccc([C@@H]3[C@H](CO)N4CCCCN(S(=O)(=O)c5ccccc5)C[C@@H]34)cc2)c1	-2.6
C/C=C/c1ccc([C@@H]2[C@H](CO)N(C(=O)CN(C)C)C23CN(C(=O)C2CCOCC2)C3)cc1	-1.2
C[C@H]1CN([C@@H](C)CO)C(=O)c2cccc(NC(=O)c3nc4ccccc4s3)c2O[C@@H]1CN(C)C(=O)Nc1ccc2c(c1)OCO2	0.25
O=C(CN1CCOCC1)N1CCCCN2[C@H](CO)[C@@H](c3ccc(C#Cc4ccccc4F)cc3)[C@H]2C1	-3.9*
N#C[C@H]1[C@H](c2ccccc2)[C@H](CO)N1S(=O)(=O)Cc1ccccc1	1.3
COCC#Cc1ccc([C@H]2[C@@H](CO)N3CCCCN(S(=O)(=O)c4cccc(OC)c4)C[C@H]23)cc1	1.9
COCC(=O)N1[C@H](CO)[C@@H]2c3ccccc3N(C(=O)Nc3ccccc3Cl)C[C@@H]21	2
O=C(C1CCOCC1)N1CC(=O)N2[C@@H](CO)[C@H](c3ccc(Br)cc3)[C@@H]2C1	4.2
Next structures follow.
SMILES	IDE exosite inh
N#C[C@H]1[C@H](c2ccc(-c3ccccc3)cc2)[C@@H](CO)N1C(=O)Cc1ccccc1	1
CC(=O)N1[C@@H](CO)[C@@H](c2ccccc2)[C@@H]1CN(CC1CCC1)C(=O)CN(C)C	-0.5
N#C[C@@H]1[C@H](c2ccc(C#CC3(O)CCCC3)cc2)[C@H](CO)N1C(=O)C1CCC1	1.7
COC(=O)C[C@H]1CC[C@@H]2[C@H](COc3ccc(NC(=O)Nc4cccc(C#N)c4)cc3C(=O)N2C)O1	-0.68
CN1C(=O)c2cc(NC(=O)Nc3ccccc3Cl)ccc2OC[C@@H]2O[C@H](CC(=O)O)CC[C@@H]21	-0.56
CCS(=O)(=O)N1CC(=O)N2[C@H](CO)[C@@H](c3ccc(C#Cc4ccc(F)cc4)cc3)[C@@H]2C1	1.8
Cc1cccc(S(=O)(=O)N2[C@@H]3Cn4c(cccc4=O)[C@H]2[C@@H](C(=O)N(C)C)[C@@H]3CO)c1	-1.4
Cc1ccccc1-c1ccc2c(c1)O[C@@H](CN(C)C(=O)Nc1ccc(C(F)(F)F)cc1)[C@@H](C)CN([C@H](C)CO)S2(=O)=O	-1.4
O=C(CC1CC1)N1[C@@H](CO)[C@@H]2c3ccccc3N(S(=O)(=O)c3ccccc3F)C[C@@H]21	0.53
COc1ccc(-c2ccc([C@H]3[C@@H](C#N)N(C(=O)c4cccc(F)c4)[C@@H]3CO)cc2)cc1	1.1
O=C(NC[C@H]1[C@@H](c2ccccc2)[C@@H](CO)N1C(=O)C1CC1)NC1CCCC1	4
O=C(C[C@@H]1CC[C@H]2NC[C@@H](O)COC[C@@H]2O1)N1CCc2ccccc2C1	-0.62
COCC#Cc1ccc([C@@H]2[C@@H](CO)N3C(=O)CN(C(=O)c4cccnc4)C[C@H]23)cc1	4
N#Cc1cccc(-c2ccc([C@@H]3[C@H]4CN(Cc5ccccc5F)CCCCN4[C@H]3CO)cc2)c1	-1.4
COc1ccccc1CNC(=O)C[C@@H]1C=C[C@@H](NC(=O)CC2CC2)[C@H](CO)O1	1.1
COc1ccc(NC(=O)N2CC(=O)N3[C@@H](CO)[C@@H](c4ccc(C5=CCCC5)cc4)[C@@H]3C2)cc1	4.1
CCCC#Cc1ccc([C@@H]2[C@H](CO)N3CCCCN(S(=O)(=O)c4ccccc4F)C[C@@H]23)cc1	-4.9*
C[C@H](CO)N1C[C@H](C)[C@H](CN(C)C(=O)Nc2ccc3c(c2)OCO3)OCc2cn(nn2)CCCC1=O	-0.4
O=C(Cc1cccnc1)N1[C@@H](CO)[C@H](c2ccccc2)[C@@H]1CNCC1CCC1	-1.7
Cc1ccc(S(=O)(=O)N2C[C@@H]3N[C@H](C2)C3c2ccc(-c3ccncc3)cc2)cc1 (stereo not given in full)	0.53&1.9
C/C=C/c1ccc([C@H]2[C@@H](CO)N(CC3CC3)[C@@H]2CNC(=O)c2ccccc2)cc1	4.4
C[C@@H](NC(=O)C[C@@H]1CC[C@@H]2[C@@H](COc3ccc(NS(=O)(=O)c4ccc(Cl)cc4)cc3C(=O)N2C)O1)c1ccccc1	-0.92
O=C(C[C@@H]1C[C@@H]2c3cc(NC(=O)NC4CCCC4)ccc3O[C@@H]2[C@H](CO)O1)NCc1ccccc1F	-0.15
CCC(=O)N1CCCCN2[C@H](CO)[C@H](c3ccc(-c4cccc(C(=O)N(C)C)c4)cc3)[C@H]2C1	2.5
CO[C@H](CN(C)S(=O)(=O)c1cn(C)cn1)[C@@H](C)CN(C(=O)Nc1ccc(C(F)(F)F)cc1)[C@@H](C)CO	-0.42
Going on with the list.
SMILES	IDE exosite inh
COCC(=O)N1CC[C@@H]2[C@H]1c1cc(-c3cccc(F)c3)ccc1N(C)[C@H]2CO	1.5
CN1CCN(C(=O)c2cc3c(c(-c4cccc(C#CCC5CCCC5)c4)n2)[C@H](CCO)N(S(=O)C(C)(C)C)C3)CC1 (stereo not given in full)	-0.25
CN(C)CC#Cc1ccc([C@@H]2[C@H](CO)N3C(=O)CN(C(=O)c4ccccc4)C[C@@H]23)cc1	2.4
C[C@H]1CN([C@@H](C)CO)C(=O)Cc2cc(NS(=O)(=O)c3ccc(F)cc3)ccc2O[C@@H]1CN(C)Cc1ccncc1	1.2
CN(C)CC(=O)N1[C@H](CO)[C@@H](c2ccc(C#CC3CCCC3)cc2)[C@@H]1C#N	1.9
C[C@@H]1CN([C@@H](C)CO)C(=O)CCCn2nncc2CO[C@@H]1CN(C)S(=O)(=O)c1ccc(Oc2ccccc2)nc1	-0.66
CC(C)NC(=O)N1CCCCN2[C@H](C1)[C@@H](c1ccc(C#Cc3ccccc3F)cc1)[C@@H]2CO	-5.2*
CC(=O)N1[C@H](CO)[C@H](c2ccccc2)C12CN(S(=O)(=O)c1ccccc1)C2	0.46
O=C(Nc1ccc2c(c1)OCO2)N1[C@@H]2CNC[C@H]1C2c1ccc(/C=C/c2ccccc2)cc1 (stereo not given in full)	-1.5
COc1cc(CN2CC3(CCN(S(=O)(=O)c4cn(C)cn4)CC3)c3c(n(C)c4cc(OC)ccc34)[C@@H]2CO)cc(OC)c1	0.0077
Cc1ccccc1S(=O)(=O)N1CCCCN2[C@H](C1)[C@@H](c1ccc(C#CCN(C)C)cc1)[C@@H]2CO	0.27
Cc1cccc(-c2ccc([C@@H]3[C@@H](CO)N4CCCCN(S(=O)(=O)c5cn(C)cn5)C[C@@H]34)cc2)c1	-18*
COc1ccccc1NC(=O)N1[C@@H](C#N)[C@H](c2ccccc2)[C@@H]1CO	0.6
CCCNC(=O)N1[C@H](C#N)[C@H](c2ccccc2C2=CCCCC2)[C@@H]1CO	0.064
N#C[C@@H]1[C@@H](c2ccc(-c3ccc(F)cc3)cc2)[C@@H](CO)N1C(=O)Cc1ccccc1	1.3
CCCC(=O)N1CCC2(CC1)CN(Cc1ccc(Cl)cc1)[C@@H](CO)c1[nH]c3cc(OC)ccc3c12	-1.7
CN(C)CC#Cc1ccc([C@@H]2[C@@H](CO)N3CCCCN(S(=O)(=O)c4ccccc4F)C[C@H]23)cc1	-0.58
COc1cccc(-c2ccc3n(c2=O)C[C@H]2N[C@@H]3[C@@H](C(=O)N3CCCCC3)[C@@H]2CO)c1	-0.44
COc1ccc(-c2ccc(C3[C@H]4CNC[C@@H]3N4S(=O)(=O)c3cccc(C)c3)cc2)cc1 (stereo not given in full)	2&3.2
COc1cccc(C#Cc2ccc([C@H]3[C@H](CO)N4C(=O)CN(C(=O)Cc5ccccc5)C[C@@H]34)cc2)c1	-0.11
CCCNC(=O)N(C)C[C@@H]1Oc2cc(C#C[C@H](C)O)ccc2S(=O)(=O)N([C@@H](C)CO)C[C@H]1C	-0.64
O=S(=O)(Cc1ccccc1)N1CCCCN2[C@H](CO)[C@@H](c3ccc(-c4cccnc4)cc3)[C@@H]2C1	-0.71
CCCC#Cc1ccc([C@H]2[C@H]3CN(C(=O)CN4CCOCC4)CC(=O)N3[C@H]2CO)cc1	4.6
O=C(Nc1ccc2c(c1)[C@H]1C[C@@H](CC(=O)N3CCCCC3)O[C@@H](CO)[C@H]1O2)NC1CCCCC1	-0.51
CC(=O)NC[C@H]1[C@H](c2ccc(-c3ccccc3)cc2)[C@@H](CO)N1C(=O)C1CCC1	3.3

Exported bar-delimited: 13 of the compounds above.
smiles | IDE exosite inh
COCC(=O)N1CC[C@@H]2[C@H]1c1cc(-c3cccc(F)c3)ccc1N(C)[C@H]2CO | 1.5
CN1CCN(C(=O)c2cc3c(c(-c4cccc(C#CCC5CCCC5)c4)n2)[C@H](CCO)N(S(=O)C(C)(C)C)C3)CC1 (stereo not given in full) | -0.25
CN(C)CC#Cc1ccc([C@@H]2[C@H](CO)N3C(=O)CN(C(=O)c4ccccc4)C[C@@H]23)cc1 | 2.4
C[C@H]1CN([C@@H](C)CO)C(=O)Cc2cc(NS(=O)(=O)c3ccc(F)cc3)ccc2O[C@@H]1CN(C)Cc1ccncc1 | 1.2
CN(C)CC(=O)N1[C@H](CO)[C@@H](c2ccc(C#CC3CCCC3)cc2)[C@@H]1C#N | 1.9
C[C@@H]1CN([C@@H](C)CO)C(=O)CCCn2nncc2CO[C@@H]1CN(C)S(=O)(=O)c1ccc(Oc2ccccc2)nc1 | -0.66
CC(C)NC(=O)N1CCCCN2[C@H](C1)[C@@H](c1ccc(C#Cc3ccccc3F)cc1)[C@@H]2CO | -5.2*
CC(=O)N1[C@H](CO)[C@H](c2ccccc2)C12CN(S(=O)(=O)c1ccccc1)C2 | 0.46
O=C(Nc1ccc2c(c1)OCO2)N1[C@@H]2CNC[C@H]1C2c1ccc(/C=C/c2ccccc2)cc1 (stereo not given in full) | -1.5
COc1cc(CN2CC3(CCN(S(=O)(=O)c4cn(C)cn4)CC3)c3c(n(C)c4cc(OC)ccc34)[C@@H]2CO)cc(OC)c1 | 0.0077
Cc1ccccc1S(=O)(=O)N1CCCCN2[C@H](C1)[C@@H](c1ccc(C#CCN(C)C)cc1)[C@@H]2CO | 0.27
Cc1cccc(-c2ccc([C@@H]3[C@@H](CO)N4CCCCN(S(=O)(=O)c5cn(C)cn5)C[C@@H]34)cc2)c1 | -18*
COc1ccccc1NC(=O)N1[C@@H](C#N)[C@H](c2ccccc2)[C@@H]1CO | 0.6

(list continues)
SMILES	IDE exosite inh
CO[C@H]1CN(C)C(=O)c2ccc(NC(=O)c3cccc(F)c3)cc2OC[C@H](C)NC[C@H]1C	1
CC(=O)N1CC(=O)N2[C@H](CO)[C@H](c3ccc(-c4ccc(C#N)cc4)cc3)[C@H]2C1	3.6
COC(=O)C[C@@H]1CC[C@@H]2[C@@H](COc3ccc(NC(=O)Nc4c(C)noc4C)cc3C(=O)N2C)O1	-0.47
N#C[C@@H]1[C@H](c2ccccc2-c2cccc(F)c2)[C@@H](CO)N1C(=O)CN1CCOCC1	-1.1
COc1ccc(NC(=O)N2CC3(C2)CN(C(C)=O)[C@H](CO)c2[nH]c4cc(OC)ccc4c23)cc1	1
COc1cccc(CN2C[C@@H]3N[C@H](C2)C3c2ccc(-c3ccccc3OC)cc2)c1 (stereo not given in full)	-8.6*!
CC[C@@H]1C/C=C\C[C@@H](c2ccccc2)NC(=O)CCC(=O)N1	-0.53
OC[C@H]1[C@@H](c2ccc(-c3ccc(F)cc3)cc2)[C@@H]2CN(Cc3cccnc3)CCCCN12	-1.7
Cc1noc(C)c1S(=O)(=O)N(C)C[C@H]1OCCCC[C@H](C)Oc2ccc(N(C)C)cc2C(=O)N([C@H](C)CO)C[C@@H]1C	0.32
COC(=O)C[C@@H]1C[C@H]2c3cc(N)ccc3O[C@H]2[C@@H](CO)O1	-0.54
O=S(=O)(c1ccccc1)N1CCCCN2[C@H](C1)[C@H](c1ccc(C#Cc3cccnc3)cc1)[C@@H]2CO	5.1
O=C(CC1CC1)N1CC(=O)N2[C@H](CO)[C@H](c3ccc(C#Cc4cccc(F)c4)cc3)[C@@H]2C1	-3.2*
C[C@@H]1CN([C@H](C)CO)C(=O)CCCn2cc(nn2)CO[C@H]1CN(C)C(=O)c1ccc(N2CCN(C)CC2)cc1	-1.3
COc1ccc(NC(=O)N2CC(=O)N3[C@@H](CO)[C@@H](c4ccc(Br)cc4)[C@@H]3C2)cc1	-0.38

The list is partial; the hit share may differ from the screen's.
